MEX-5 binding = C. elegans MEX-5 TCR-2 RNA binding activity; AID 1832; MEX-5/FITC-TCR2 RNA binding, fluorescence polarization; active compounds read low; actives 0.38% (n = 300,000); Q9XUB2; activity score (negative = inhibition of binding), % at 10 µM;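 active = inhibition past about -25% in most replicates, and total fluorescence under double the plate's negative control median, limit read from the data; inconclusive = replicates evenly split on the limit, or fluorescence at least double controls; inactive = too little inhibition in most replicates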;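 also: 0% = DMSO and -100% = 5 µM competing unlabeled TCR2 RNA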
TPT1 inh = blocks Candida albicans tRNA 2'-phosphotransferase. recombinant caTPT1, FP RNA substrate dephosphorylation. actives 0.81% (n = 300,000). inhibition, % at 5 µM;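 active = inhibition above the mean of all tested compounds plus 3 SD, set per screening campaign, cut at about 24% in these data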;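 also: plate controls were DMSO alone for no effect and ferristatin control at 100 nM for full effect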
BCLXL inh = Bcl-xL (human) inhibition; GST-Bcl-xL / FITC-Bim BH3 peptide fluorescence polarization; inhibition, % at 10.9 µM; Q07817; actives 0.7% (n = 320,000);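 active = inhibition above the mean of all tested compounds plus 3 SD, cutoff set per campaign, cut at about 30% in these data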;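 also: 0% = DMSO wells and 100% = unlabeled Bim-BH3 peptide competitor; inhibitors lower millipolarization by displacing the labeled peptide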
PME-1 primary = PME-1 (human) inhibition; recombinant PME-1, FP-Rh probe fluorescence polarization; Q9Y570; inhibition, % at 5.9 µM; actives 0.53% (n = 320,000);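 active = inhibition above the campaign mean of all compounds plus 3 SD, cut at about 26% in these data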;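 also: competitive labeling of PME-1 active site by serine hydrolase directed probe; 0% = PME-1 with DMSO and 100% = wells lacking PME-1 enzyme; inhibitors block probe labeling so polarization falls and inhibition rises; many of its hits are not listed in these tables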
PAD4 inh = inhibitors of human PAD4 | Q9UM07 | recombinant PAD4, RCA probe fluorescence polarization | inhibition, % at 6.36 µM | actives 0.41% (n = 330,000) | AID 485272;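 active = percent inhibition above a cutoff equal to the mean of all tested compounds plus 3 SD, cut at about 15% in these data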;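 also: 0% = PAD4 with RCA probe and DMSO and 100% = probe without PAD4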
Target sequence (Q9UM07 whole entry, looked up): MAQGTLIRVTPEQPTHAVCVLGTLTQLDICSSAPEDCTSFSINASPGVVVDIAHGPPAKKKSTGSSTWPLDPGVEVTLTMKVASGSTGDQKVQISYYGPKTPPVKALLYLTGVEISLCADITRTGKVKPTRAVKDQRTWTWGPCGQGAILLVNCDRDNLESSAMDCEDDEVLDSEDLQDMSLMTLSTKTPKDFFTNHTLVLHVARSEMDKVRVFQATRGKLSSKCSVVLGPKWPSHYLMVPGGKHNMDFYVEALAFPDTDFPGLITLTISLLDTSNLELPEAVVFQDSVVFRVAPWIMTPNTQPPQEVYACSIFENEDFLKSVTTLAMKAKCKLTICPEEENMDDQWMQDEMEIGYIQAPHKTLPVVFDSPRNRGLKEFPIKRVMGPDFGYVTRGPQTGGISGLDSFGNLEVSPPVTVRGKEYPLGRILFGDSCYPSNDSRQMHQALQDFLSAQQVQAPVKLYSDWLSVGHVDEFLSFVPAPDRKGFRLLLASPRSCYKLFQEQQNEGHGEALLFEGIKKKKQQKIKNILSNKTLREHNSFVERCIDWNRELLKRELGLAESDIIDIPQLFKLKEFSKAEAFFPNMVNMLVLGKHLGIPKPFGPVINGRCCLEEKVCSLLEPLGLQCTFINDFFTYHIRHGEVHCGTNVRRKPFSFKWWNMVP
GLD-1 RNA inh = GLD-1-TGE RNA interaction inhibition (C. elegans) | Q17339 | actives 0.44% (n = 320,000) | inhibition, % at 5.96 µM | AID 2280 | purified GLD-1 + fluorescein TGE RNA, fluorescence polarization;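 active = percent inhibition above a per-plate cutoff, the plate mean of test compounds plus 3 SD, cut at about 30% in these data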;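 also: 0% = DMSO wells with GLD-1 and probe and 100% = wells lacking GLD-1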
Fam108B counter = Fam108B inhibition, counter-screen for RBBP9 inhibitors. recombinant Fam108B, FP-Rh probe fluorescence polarization. AID 1947. actives 0.33% (n = 300,000). inhibition, % at 9.51 µM;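 active = inhibition above the screen mean inhibition plus 3 SD, computed separately per campaign, cut at about 18% in these data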;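 also: inhibitors lower polarization as less probe binds the enzyme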
MCL1 BIM primary = inhibitors of human MCL1 binding to BIM-BH3 peptide; GST-MCL1 / FITC-Bim-BH3 fluorescence polarization; inhibition, % at 10.9 µM; AID 2057; Q07820; actives 0.68% (n = 320,000);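 active = inhibition above the mean inhibition of all tested compounds plus 3 SD, set per campaign, cut at about 40% in these data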;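 also: 0% = DMSO wells and 100% = unlabeled Bim-BH3 peptide control; higher means more loss of mP so more displacement of Bim peptide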
Target sequence (Q07820 whole entry, looked up): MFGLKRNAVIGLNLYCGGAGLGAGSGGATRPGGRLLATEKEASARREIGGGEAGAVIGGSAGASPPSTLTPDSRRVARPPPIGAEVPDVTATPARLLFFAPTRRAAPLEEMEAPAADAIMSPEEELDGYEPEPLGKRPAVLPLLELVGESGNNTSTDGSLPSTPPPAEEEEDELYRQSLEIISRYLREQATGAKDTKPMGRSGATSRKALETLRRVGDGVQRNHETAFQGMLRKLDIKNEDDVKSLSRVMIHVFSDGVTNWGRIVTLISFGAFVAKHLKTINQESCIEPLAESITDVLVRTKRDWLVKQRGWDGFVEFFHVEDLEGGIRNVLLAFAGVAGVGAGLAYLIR
GSTO1 counter = GSTO1 inhibition, counter-screen for RBBP9 inhibitors. P78417. recombinant GSTO1, activity-based probe fluorescence polarization. inhibition, % at 5.96 µM. actives 1.1% (n = 300,000). AID 1974;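 active = inhibition above the campaign mean inhibition plus 3 SD, cut at about 35% in these data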;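 also: 0% = GSTO1-1 with DMSO and 100% = wells lacking GSTO1-1 enzyme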
* = called active by the depositor; ? = inconclusive; nt = no result given. This is a subset; count on the stated rates, not on these rows.

SMILES	MEX-5 binding	TPT1 inh	BCLXL inh	PME-1 primary	PAD4 inh	GLD-1 RNA inh	Fam108B counter	MCL1 BIM primary	GSTO1 counter
COC(=O)C1=CO[C@@H](C)[C@H]2CN3CC[C@]4(C(=O)Nc5ccccc54)[C@@H]3C[C@H]12	0.2	1	-1	3	6	3	-3	-1	1
NC(N)=N/N=C/c1cn(-c2ccccc2)nc1-c1cccs1	-5.7	-1	7	-13	-10	0	1	10	-26
C=CCN1C(=O)NC(=O)/C(=C/c2c(CCN(C)C(=O)c3ccccc3)cc3c(c2OC)OCO3)C1=O	-17	1	6	-2	-3	3	0	2	2
Nc1cc2nc3ccccc3nc2cc1N	?	-28	96*	17	-4	36*	10	140*	56*
CCC(C)N1C(=O)/C(=C/c2ccc3c(c2)CCN3CCCCl)C(=O)NC1=S (stereo unspecified)	2.0	41*	-13	-10	-6	0	-2	-35	37*
CCOc1ccc2c(c1)c(C(C)=O)c(C)n2Cc1ccco1	0.4	2	4	3	-3	2	3	6	4
Cc1ccc2c(c1)CNc1ccccc1O2	2.0	-4	3	1	-2	1	1	4	-2
Cc1ccccc1NC(=O)c1cc(-c2ccccc2)n(CCCN2CCOCC2)c1C	1.6	-3	6	-5	-3	7	1	4	14
COC(=O)C1=C(c2ccc(OC(F)(F)F)cc2)C[C@@H]2CC[C@H]1N2C(=O)NCc1cc(C)oc1C(F)(F)F	nt	nt	1	-6	-2	-2	nt	3	nt
N#CC(CCN1CCOCC1)(c1ccccc1)c1ccccc1	0.8	-4	3	-10	-13	0	4	8	-1
COc1c(C)cc(C(=O)C2CCCN(Cc3cccc(O)c3)C2)cc1C (stereo unspecified)	0.9	3	-1	-2	-2	3	-5	-1	7
N/C(=N\N=C/c1ccc(-c2ccc(O)c(C(=O)O)c2)o1)N[N+](=O)[O-]	-29*	12	23	-6	1	-5	19*	80*	40*
O=[N+]([O-])c1ccc(Cl)cc1	nt	nt	2	0	-2	4	nt	1	nt
CC1CCN(S(=O)(=O)c2ccc(NN=C(C#N)C#N)cc2)CC1	nt	0	3	-6	-3	5	11	2	-3
CCN1CCN(C(=O)COc2ccc(S(=O)(=O)N3CCOCC3)cc2Cl)CC1	-0.3	4	-1	-1	3	6	-3	-2	4
Cc1ccc(C(=O)Nc2ccc(-n3ccnc3P(=O)(O)c3ccccc3)cc2)cc1	2.4	0	6	-4	-6	-3	5	4	1
O=c1[nH]c(=O)n(-c2ccc(F)cc2)c(O)c1C=Nc1ccccc1N1CCCC1	-5.1	1	3	-2	-4	3	-2	-1	2
CCOS(C)(=O)=O	nt	nt	-2	9	0	2	nt	-14	nt
CN1c2ccccc2Oc2ccccc21	6.2	0	4	5	1	-6	4	10	1
O=c1[nH]c(=O)n(-c2ccc(Br)cc2)c(O)c1C=NCCN1CCCCC1	-40*	11	-9	-1	-1	-18	0	-10	-2

Entries of single compounds as entered above. Order of screens: MEX-5 binding	TPT1 inh	BCLXL inh	PME-1 primary	PAD4 inh	GLD-1 RNA inh	Fam108B counter	MCL1 BIM primary	GSTO1 counter
Record of O=c1[nH]c(=O)n(-c2ccc(F)cc2)c(O)c1C=Nc1ccccc1N1CCCC1 → -5.1	1	3	-2	-4	3	-2	-1	2
Record of Cc1ccc(C(=O)Nc2ccc(-n3ccnc3P(=O)(O)c3ccccc3)cc2)cc1 → 2.4	0	6	-4	-6	-3	5	4	1
Record of CCC(C)N1C(=O)/C(=C/c2ccc3c(c2)CCN3CCCCl)C(=O)NC1=S (stereo unspecified) → 2.0	41*	-13	-10	-6	0	-2	-35	37*
Record of O=c1[nH]c(=O)n(-c2ccc(Br)cc2)c(O)c1C=NCCN1CCCCC1 → -40*	11	-9	-1	-1	-18	0	-10	-2
Record of COC(=O)C1=CO[C@@H](C)[C@H]2CN3CC[C@]4(C(=O)Nc5ccccc54)[C@@H]3C[C@H]12 → 0.2	1	-1	3	6	3	-3	-1	1

The list goes on.
SMILES	MEX-5 binding	TPT1 inh	BCLXL inh	PME-1 primary	PAD4 inh	GLD-1 RNA inh	Fam108B counter	MCL1 BIM primary	GSTO1 counter
CCOC(=O)c1c(-n2c(C)cc(/C=C3\C(=O)NC(=O)N(C)C3=O)c2C)sc2c1CCCC2	1.2	17	-8	-2	-9	-7	0	-10	-6
COC(=O)C1=C(c2cccc(C#N)c2)C[C@@H]2CC[C@H]1N2C(=O)NCc1ccc(F)cc1	nt	nt	5	3	-2	-2	nt	4	nt
COc1cccc(-n2c(O)c(C=NCc3ccc4c(c3)OCO4)c(=O)[nH]c2=O)c1	2.3	1	0	-4	1	1	4	-3	-1
O=[N+]([O-])c1ccc(N2CCNCC2)cc1N1CCCCC1	-2.5	1	-3	-6	-4	-7	5	-9	6
COC(=O)c1ccc(C(C(=O)NC2CCCCC2)N(CCN2CCOCC2)C(=O)Cc2cccs2)cc1 (stereo unspecified)	0.1	1	-3	-2	-3	24	-1	-3	3
CCCOc1ccc(C(=O)NC(=S)N2C[C@H]3C[C@H](C2)c2cccc(=O)n2C3)cc1	3.4	-3	3	-7	-2	1	-3	18	-16
COC(=O)C1=C(c2ccc(-c3ccccc3)c(F)c2)C[C@@H]2CC[C@H]1N2C(=O)N1CCC(O)CC1	nt	nt	0	2	2	5	nt	0	nt
COC(=O)C1=C(c2c(C)noc2C)C[C@@H]2CC[C@H]1N2C(=O)NC1Cc2ccccc2C1	nt	nt	3	3	2	-2	nt	8	nt
O=c1cccc2n1CC1CC2CN(S(=O)(=O)c2cc(Cl)ccc2Cl)C1 (stereo unspecified)	-0.4	-5	-2	2	-3	1	0	-3	5
O=P(Nc1ccccc1)(Oc1ccccc1)Oc1ccccc1	5.0	-1	7	-2	6	7	-3	9	0
CC1CCCCN1CC(O)c1c[nH]c2ccccc12 (stereo unspecified)	2.6	2	0	-5	-3	-3	1	-5	-2
CN(C)CCNC(=O)c1cccn(Cc2cccc(C(F)(F)F)c2)c1=O	-1.2	-4	2	-6	-2	-3	0	0	2
COc1c2c(cc3c1OCO3)CCN(C)C2	nt	-3	1	-4	0	3	-1	6	7
O=C(CCc1ccccc1)N1C[C@H]2C[C@@H](C1)c1cccc(=O)n1C2	-1.6	-5	-1	1	1	6	-3	0	-2
COc1ccc(-c2[nH]ncc2CNC(C)Cc2ccsc2)c(F)c1 (stereo unspecified)	4.7	2	2	1	-1	7	-4	2	5
CC(N=Cc1c(O)n(C2CC2)c(=S)[nH]c1=O)c1ccccc1 (stereo unspecified)	-0.3	-2	3	2	-1	1	-4	5	1
CC(C)[C@H](NC(=O)N1C[C@H]2C[C@@H](C1)c1cccc(=O)n1C2)C(=O)Nc1ccccc1F	1.8	1	0	-9	-3	4	2	2	3
C=C1[C@H]2CC[C@H]3[C@]4(C)C[C@H](O[C@H]5O[C@H](CO)[C@@H](OS(=O)(=O)O)[C@H](OS(=O)(=O)O)[C@H]5OC(=O)CC(C)C)C[C@@H](C(=O)O)[C@H]4CC[C@]3(C2)[C@H]1O	nt	-1	4	-2	-1	6	-5	4	-2
COc1ccc2c3c([nH]c2c1)C(C)NCC3 (stereo unspecified)	1.4	27*	4	-2	-12	-39	2	1	-5
CCOc1ccccc1-n1c(O)c(C=Nc2ccc(N(CC)CC)cc2)c(=O)[nH]c1=O	-13	81*	-21	5	38*	-7	-1	-20	54*
CSC1=NP(=S)(SC)N(C)c2nc3n(c21)CCC3 (stereo unspecified)	-2.0	-2	8	2	-2	-1	11	10	3
CC(=O)Nc1ccc(C2CN(C)CC2C(=O)c2ccc(Cl)cc2)cc1 (stereo unspecified)	1.8	3	1	-1	-1	-9	4	-6	6
COc1ccc(CC(=O)N(C)C2CCCN(Cc3ccccc3F)C2)cc1OC (stereo unspecified)	0.4	-1	1	-7	-4	8	-2	4	-3
COC(=O)C1=C(c2ccc(Cl)c(C(F)(F)F)c2)C[C@@H]2CC[C@H]1N2C(=O)NCc1ccc2c(c1)OCO2	nt	nt	2	-5	-2	5	nt	9	nt
CC(C)[C@H]1C(=O)O[C@@H]2CCN3CC=C(COC(=O)[C@](C)(O)[C@]1(C)O)[C@H]23	-0.6	-2	6	-4	-6	2	5	7	1
C=CCn1c(O)c(C(CC)=Nc2cccc(C(F)(F)F)c2)c(=O)[nH]c1=O	3.8	-1	-2	-4	1	4	1	-1	4
CC(=O)N1CN2CN(C1)CN(C(C)=O)C2	-0.2	-1	3	-11	6	2	0	1	4
CCNCCNc1ccc([N+](=O)[O-])c2cccnc12	-2.8	0	1	-8	7	-4	1	4	2
Cc1ccc(S(=O)(=O)N(C)C)cc1NC(=O)C(C)[N+]12CCN(CC1)CC2 (stereo unspecified)	-0.8	1	2	4	-9	-1	-1	2	0
CCOc1ccc(N2C(=O)/C(=C/c3ccc(C)o3)C(=O)NC2=S)cc1	-1.6	32*	7	-3	-14	-12	1	-10	13
CN(C)C(=O)Oc1ccc(OCc2cccc[n+]2C)cc1	-0.1	-3	0	0	2	1	1	3	6
COC(=O)C1=C(c2ccccc2OCc2ccccc2)C[C@@H]2CC[C@H]1N2C(=O)NCc1ccc(OC)c(OC)c1	nt	nt	0	-4	-1	2	nt	-3	nt
CN(Cc1ccccc1)C(=C(Cl)Cl)/C(=C1/NCCN1Cc1ccc(Cl)nc1)[N+](=O)[O-]	-1.8	-2	5	8	1	3	-2	8	33
C#C[C@]1(O)CC[C@H]2[C@@H]3CCC4=Cc5nc6nc7ccccc7n6cc5C[C@]4(C)[C@H]3CC[C@@]21C	nt	32*	51*	-19	19*	16	-19	60*	-8
COC(=O)C1=C(c2ccc(OC(F)(F)F)cc2)C[C@@H]2CC[C@H]1N2C(=O)NCC1CC1	nt	nt	1	-2	0	0	nt	4	nt
O=P(N1CCCCC1)(N1CCCCC1)C(Cl)(Cl)Cl	0.9	-1	5	4	3	-2	6	7	-2
Cc1cc(N2C(=O)C3CCCN3C2c2ccccc2)no1 (stereo unspecified)	0.0	0	4	2	2	-1	0	1	3
CNC(C(=O)c1ccccc1)C(OC)c1ccccc1 (stereo unspecified)	0.6	2	13	-1	-2	-2	3	1	4
O=C(c1cc(S(=O)(=O)N2CCCCC2)ccc1F)N1CCC2(CC1)OCCO2	-0.5	-1	8	2	0	-2	0	7	0
O=C(Cc1ccc(Cl)c(Cl)c1)NCC1(N2CCOCC2)CCCCC1	0.3	-1	-1	2	-2	-8	2	-2	3
CSc1ccc(C(=O)C2CCCN(CCCn3cccn3)C2)cc1 (stereo unspecified)	2.0	0	1	5	5	3	-1	6	-2
CCCCC(=O)N/N=C/c1c(O)n(CC)c(=S)[nH]c1=O	-1.2	0	1	-3	-1	5	-1	7	0
CCOC(=O)c1c(/N=C/c2c(O)n(-c3ccccc3F)c(=S)[nH]c2=O)sc2c1CCCC2	-9.4	38*	-9	-11	-8	0	0	-15	-44
CN1C(=O)C(=Cc2ccc(N3CCCCCC3)o2)C(=O)N(C)C1=S	nt	140*	-69	-24	-5	-109	-27	-109	-18
CC(=O)c1ccc2c(c1)C1C(Cl)C(Sc3ccccc3[N+](=O)[O-])CC1C(C(=O)O)N2 (stereo unspecified)	nt	-3	28	31*	-3	8	56*	64*	5
Cc1ccc2c(c1)[C@@H]1CN(C)CC[C@@H]1N2C(=O)Nc1cccc(C(F)(F)F)c1	-0.1	-2	1	0	-3	7	-6	6	0

Screens: PubChem BioAssay, several laboratories
